Bioassay records: PubChem, National Center for Advancing Translational Sciences (NCATS)
KDM5B inhibitor: inhibitors of human KDM5B histone demethylase | AID 1347165 | 2.6% of 220,000 active | Potency, µM (top dose mostly 57.7 µM), for the others: at the top dose activity change, negative = inhibition, most hits filed as inhibitors | KDM5B demethylase, FDH-coupled NADH fluorescence (FDH is formaldehyde dehydrogenase) | Q9UGL1; active means well fitted inhibition curve with a large enough effect; inconclusive means small, poorly fitted or top-dose-only effect; inactive means no such curve, though single readings can be large or run the other way; further: 0% is about no effect; nearly all actives have a fitted effect of over 70% in size
Target sequence (Q9UGL1 whole entry, looked up): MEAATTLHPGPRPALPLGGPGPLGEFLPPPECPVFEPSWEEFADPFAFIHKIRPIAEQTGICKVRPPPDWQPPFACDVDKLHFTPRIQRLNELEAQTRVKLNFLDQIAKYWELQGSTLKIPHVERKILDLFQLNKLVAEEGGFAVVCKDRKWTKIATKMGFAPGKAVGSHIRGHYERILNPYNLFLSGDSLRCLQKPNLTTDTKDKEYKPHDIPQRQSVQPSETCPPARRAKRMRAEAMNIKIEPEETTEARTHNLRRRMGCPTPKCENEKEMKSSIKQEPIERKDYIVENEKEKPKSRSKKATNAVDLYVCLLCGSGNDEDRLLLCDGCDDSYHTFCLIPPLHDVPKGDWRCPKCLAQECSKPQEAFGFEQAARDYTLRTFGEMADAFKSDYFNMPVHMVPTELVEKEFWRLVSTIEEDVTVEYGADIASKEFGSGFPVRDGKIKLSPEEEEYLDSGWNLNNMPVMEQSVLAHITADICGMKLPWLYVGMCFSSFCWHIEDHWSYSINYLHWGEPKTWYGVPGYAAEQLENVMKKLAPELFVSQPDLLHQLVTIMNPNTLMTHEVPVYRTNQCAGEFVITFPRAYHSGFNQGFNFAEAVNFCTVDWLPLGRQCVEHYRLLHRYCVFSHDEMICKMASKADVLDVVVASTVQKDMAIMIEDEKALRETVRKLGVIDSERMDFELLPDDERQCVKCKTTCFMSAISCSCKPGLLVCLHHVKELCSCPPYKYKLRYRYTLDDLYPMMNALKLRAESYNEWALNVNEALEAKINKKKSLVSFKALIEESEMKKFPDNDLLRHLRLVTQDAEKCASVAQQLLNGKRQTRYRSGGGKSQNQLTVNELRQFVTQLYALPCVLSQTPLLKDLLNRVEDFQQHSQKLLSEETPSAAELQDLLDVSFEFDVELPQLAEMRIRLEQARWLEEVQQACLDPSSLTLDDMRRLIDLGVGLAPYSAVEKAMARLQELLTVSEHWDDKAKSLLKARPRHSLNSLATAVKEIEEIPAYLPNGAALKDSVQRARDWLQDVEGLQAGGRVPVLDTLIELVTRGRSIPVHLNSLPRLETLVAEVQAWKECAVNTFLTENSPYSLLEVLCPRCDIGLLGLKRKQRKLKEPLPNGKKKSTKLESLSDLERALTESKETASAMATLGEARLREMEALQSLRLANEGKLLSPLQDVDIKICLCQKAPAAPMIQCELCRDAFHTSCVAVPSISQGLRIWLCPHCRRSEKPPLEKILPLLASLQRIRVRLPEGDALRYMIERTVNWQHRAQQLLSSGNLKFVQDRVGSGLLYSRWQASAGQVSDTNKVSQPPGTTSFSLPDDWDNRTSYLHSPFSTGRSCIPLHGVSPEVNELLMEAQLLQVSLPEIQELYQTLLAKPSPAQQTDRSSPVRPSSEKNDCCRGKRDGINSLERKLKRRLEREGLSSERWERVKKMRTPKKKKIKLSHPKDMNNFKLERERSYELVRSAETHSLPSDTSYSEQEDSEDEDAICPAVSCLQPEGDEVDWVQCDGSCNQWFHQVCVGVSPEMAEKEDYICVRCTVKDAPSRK
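Here, H3K4me3 peptide (12.5 µM in substrate mix) is demethylated by KDM5BΔAP, 200 nM final, after 10 min compound exposure. Formaldehyde product is coupled through FDH (0.25 U/mL in mix) to NADH fluorescence; 30-min ΔRFU feeds dose-response curves.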
Numbers without * were called inactive; ? = inconclusive; [ ] = another dose, or the depositor's remark. Potency means the concentration at half of the fitted maximal effect. Not all compounds are listed, so the mix of outcomes need not match the whole.

canonical_smiles	KDM5B inhibitor
CC(NC(=O)c1cc(=O)c2ccccc2o1)c1ccccc1 (stereo not drawn)	13.1%
CCC1=Nc2cc(C(=O)NCCc3ccccc3)ccc2Sc2ccc(Cl)cc21	-12.9%
O=C(NCc1ccncc1)C1CN(Cc2ccccc2Br)CC12CCOCC2 (stereo not drawn)	?
O=C1NCCCCCN(C(=O)c2ccccn2)[C@H]2CCC[C@@H]12	-22.1%
CCOc1ccc(CCNC(=O)c2c(C)oc3ncn(C)c(=O)c23)cc1	2.9%
CCN1CCN(c2ccc3nnc(C4CCC4)n3n2)CC1	-25.8%
O=C(c1ccc2n[nH]nc2c1)N1CCC2(CC1)Nc1ccccc1NC2=O	37.8%[activator]
O=C1N(Cc2cccnc2)C[C@H]2CN(Cc3ccc(C(F)(F)F)cc3)CCN12	-4.8%[86.2 µM]
Cc1ccc(/C=C(\C#N)C(=O)NC2CCCCC2)o1	-13.7%
CN(C)Cc1ccccc1CN(C)c1nc(-c2cccnc2)nc2c1CNC2	-10.6%
Cn1c(CCn2ccccc2=O)nc2cc(NS(=O)(=O)c3ccc(Cl)cc3)ccc21	4.8%
O=C(CCC1CCN(S(=O)(=O)c2ccccc2F)CC1)NCc1ccncc1	-13.6%
O=C(NNc1c(Cl)cncc1Cl)c1sccc1Cl	-0.5%
COc1ccc(OC)c(NC(=O)[C@H](CSCc2ccccc2)N2Cc3ccccc3C2=O)c1	-26.5%
CCc1ccc2oc(-c3ccc(N)cc3O)nc2c1	?
CCc1nc2nccc(-c3ccco3)n2n1	28.2µM*

In the list so far, three have a furan ring, fused or not.
canonical_smiles	KDM5B inhibitor
CCOc1ccc(CCNC(=O)c2c(C)oc3ncn(C)c(=O)c23)cc1	2.9%
Cc1ccc(/C=C(\C#N)C(=O)NC2CCCCC2)o1	-13.7%
CCc1nc2nccc(-c3ccco3)n2n1	28.2µM*

Next records follow.
canonical_smiles	KDM5B inhibitor
CC1=C(C(=O)OCc2ccc3c(c2)OCO3)C(c2c(F)cccc2Cl)CC(=O)N1 (stereo not drawn)	-9.7%
CCN(CC)C(CNC(=O)c1nn(C)c(=O)c2ccccc12)c1ccccc1 (stereo not drawn)	2.8%
COc1cc(OC)cc(C(=O)Oc2ccc(Cl)c(C)c2)c1	7.4%
CNCCN1C(=O)CC[C@H]2CN(C(=O)CN3CC(=O)NC3=O)CC[C@H]21	-17.3%
O=C(Nc1ccc(F)cc1)c1ccc2c(c1)CC(c1ccc(F)cc1)OC2=O (stereo not drawn)	-8.1%
CCOC(=O)C1CCN(C(=O)c2c[nH]c3ncccc23)CC1	-22.4%[86.2 µM]
COc1ccc(C(CNC(=O)CN2CCN(C)CC2)c2c[nH]c3ccccc23)cc1 (stereo not drawn)	-19.6%
Nn1cc(-c2ccccc2)nc1SCC(=O)Nc1cccc(S(N)(=O)=O)c1	17.2%
COC(=O)[C@@H]1CCCN1c1ccc(-c2nc(-c3ccccc3F)no2)cn1	25.1µM*
CC(=O)N(CCC1(CCC(C)C)CCOC(C)(C)C1)Cc1ccccc1 (stereo not drawn)	10.5%
C=CCNC(=O)CSCc1coc(-c2ccc(OC)cc2)n1	-28.5%
CCC(C)c1ccccc1NC(=O)c1ccc(SC)cc1OC (stereo not drawn)	-25.7%
Cc1cccc(N2Cc3c(NCc4ccc5c(c4)OCO5)ncnc3N(C)CC2=O)c1	-14.4%
CC(=O)NNC(=S)Nc1ccccc1	25.7%
COc1ccc(C2Cn3nnc(-c4noc(-c5ccc(C)cc5)n4)c3CO2)cc1 (stereo not drawn)	18.3%
O=C(NC[C@H]1OC[C@@H](NC2CCC2)[C@@H]1O)c1ccccc1	-4.9%[115 µM]
O=C(Nc1cccc(C(=O)N2CCN(c3ccccc3F)CC2)c1)c1nsc2ccccc12	?
CC(C)c1nc2ccc(C(=O)NCCCN3CCN(c4ccc(F)cc4)CC3)cc2o1	11.0%
COC(=O)c1ccc(CCNC(=O)c2cccc(C#N)c2)cc1	25.3%
COc1ccc(C(=O)N2CCC(c3n[nH]c(=O)n3Cc3ccc(F)cc3)CC2)cc1	34.6%[activator]
CN(C)c1cccc(NC(=O)c2cccc3ccccc23)c1	10.8%
CCN(Cc1ccccc1)C(=O)CN1C(=O)COc2ccc(S(=O)(=O)N3CCOCC3)cc21	-0.2%
Cc1ccc(NC(=O)c2cc(S(=O)(=O)N(C)C3CCCCC3)ccc2F)cc1C	-13.3%
COCCNc1oc(-c2cccc(Cl)c2)nc1S(=O)(=O)c1ccc2c(c1)OCCO2	?
Cc1cc(NC(=O)Cn2ccn3nc(-c4ccc(F)cc4)c(CO)c3c2=O)no1	?
Cn1cc(C(=O)NCC2CN(C(=O)Cc3cccc(Oc4ccccc4)c3)CC23CN(c2ccccc2)C3)cn1 (stereo not drawn)	-3.1%
COc1ccc(-c2nsc(NC(=O)COc3ccc(C)c(C)c3)n2)cc1	-17.8%
CC(C)Oc1ccc(/C=C(/C#N)c2ccc(C(F)(F)F)cn2)cc1	2.3%
CC1CCCCN1S(=O)(=O)c1ccc(NC(=O)c2cc(=O)c3cc(Cl)ccc3o2)cc1 (stereo not drawn)	8.6%
O=C(CCc1nnc2ccc(NCc3ccc4c(c3)OCO4)nn12)N1CCC2(CC1)OCCO2	17.0%
CCCNC(=O)[C@@H]1CCCN1[C@@H](C(=O)NC)c1ccc(OC)cc1	?
CC(C)Oc1ccc(CNC(=O)c2sc3ncccc3c2-n2cccc2)cc1	-25.8%
CCn1nc(C(=O)NCC2(c3ccccc3)CCC2)c2ccccc2c1=O	-1.3%
CCc1ccc(NC(=O)CCc2c(C)nc3nc(-c4cc(OC)cc(OC)c4)nn3c2C)cc1	-29.4%
COc1ccc(C(=O)CC#N)c(OC)c1	16.5%
CCOCCCNC(=O)C(c1ccccc1)N1Cc2ccccc2C1=O (stereo not drawn)	3.1%
O=C(C1CC1)N1CCCC(N2CCN(c3cccc(C(F)(F)F)c3)CC2)C1 (stereo not drawn)	8.2%
CC(=O)Nc1scc(-c2ccc(CC(C)C)cc2)c1C#N	9.8%
Cc1cccc(C(=O)N2CCCCCNC(=O)[C@H]3C[C@H](C(=O)N4CCc5ccccc5C4)C[C@H]32)c1	17.4%
COc1ccc(-c2noc([C@@H]3C[C@@H](O)CN3Cc3ccccn3)n2)cc1	?
NC(=O)NC(=O)CSc1nc2ccccc2c(=O)n1-c1ccccc1Cl	14.3%
CNC(=O)[C@@H]1CN(C(=O)CCc2ccc(OC)cc2)C[C@H]1COC	17.2%
COCCCNC(=O)c1ccc2c(c1)C(O)CCCCCN2C (stereo not drawn)	?
CCc1ccc(-c2cc(C(F)F)n3ncc(C#N)c3n2)cc1	?
CCc1nnc(SCC(=O)Nc2nnc(C)s2)n1CC1CCCO1 (stereo not drawn)	3.5%
Cc1cc(C)cc(NC(=O)c2cc(-c3ccc[nH]3)n[nH]2)c1	-13.8%
Cc1ccc(NC(=O)Cn2nc3ccc(S(=O)(=O)C(C)(C)C)nn3c2=O)cc1	-5.9%
CCOC(=O)c1ccc2[nH]c(CSCC(=O)Nc3ccc(F)c(Cl)c3)cc(=O)c2c1	-6.0%
CCCCOc1ccc(CNC(=O)C2COc3ccc(OC)cc3C2)cc1 (stereo not drawn)	13.8%
CCOc1ccccc1NC(=O)C1=C(C)Nc2ncnn2C1c1ccco1 (stereo not drawn)	-4.9%
CCCn1nc(C(=O)Nc2cc(C(F)(F)F)ccc2N2CCOCC2)c2ccccc2c1=O	3.7%
CC(=C/c1ccccc1)/C=N/Nc1ccc([N+](=O)[O-])cc1	-6.0%
Cc1nn(C(C)C(=O)NCCc2ccccc2)c(=O)c2c1sc1ccccc12 (stereo not drawn)	?
Cc1nc2cc(C(=O)NC3CCCCCC3)ccc2n1-c1ccc(Br)cc1	-23.0%
Cc1nc2nc(SCC(=O)Nc3ccc(C(C)C)cc3)[nH]c2cc1Br	9.4%
CC(=O)Nc1ccc(NC(=O)c2ccc(S(=O)(=O)N(C)c3ccccc3)cc2)cc1	5.8%

(more compounds)
canonical_smiles	KDM5B inhibitor
Cc1cc(C)cc(-n2ccn(CC(=O)Nc3ccccc3C(F)(F)F)c(=O)c2=O)c1	-5.9%
CCc1ccc(C(=O)N2CCc3c(sc4ncnc(N)c34)C2)cc1	14.0%
COc1ccc(C(=O)NCc2ccc3c(c2)CCN3C(=O)c2ccc(C)cc2)cc1	?
O=C(CN1C(=O)NC2(CCS(=O)(=O)CC2)C1=O)Nc1ccc(F)c(Cl)c1	8.8%
CCOc1ccc(CCNC(=O)c2cc3cccc4c3n2CCS4)cc1	?
CC(=O)N1CCn2c(nn(-c3ccc(F)cc3)c2=O)C1	-13.0%[86.2 µM]
CCN1c2cc(C(=O)Nc3ccc(Br)cc3)ccc2C(=O)N2CCCCC21 (stereo not drawn)	22.0%
CN1C(=O)c2cccn2CC1C(=O)NC1CCS(=O)(=O)C1 (stereo not drawn)	-20.9%
CCc1cccc(C)c1NC(=O)c1ccc2c(c1)CCN2S(=O)(=O)CC	?
COc1cccc(CNC(=O)c2cc(C)nc3c2c(C)nn3-c2ccc(C)cc2)c1	?
CCOC(=O)c1cccc(NC(=O)Cc2ccc(NC(=O)N3CCCCc4ccccc43)cc2)c1	9.6%
O=C1CCCN1CCCN1C(=O)[C@@H]2C[C@@H](O)CN2C2(CN(Cc3ccccc3)C2)C1=O	-3.8%[86.2 µM]
Cc1cnc(C2CCC2)n1CC1CCN(C(=O)CC2CCCC2)CC1	-25.7%
CCOC(=O)C1CCN(CC(O)c2cccc(C(F)(F)F)c2)CC1 (stereo not drawn)	9.2%
CCC(C)NC(=O)C1COC2(CCN(C(=O)c3ccc(Cl)cc3)CC2)N1C(=O)c1ccccc1C (stereo not drawn)	-7.3%
Cc1noc(C)c1[S+](=O)([O-])N1CCC2(CC1)OCCN(c1ccc(F)cc1)C2=O	-19.6%[86.2 µM]
COc1ccc(-c2cc(C(=O)NC(C)(C)C)c3ccccc3n2)cc1	?
Cc1ccc(NC(NC(=O)c2ccccc2)C(Cl)Cl)cc1 (stereo not drawn)	-0.7%
Cc1ccc(C(=O)NCCC(=O)N2CCCC2)cc1C	-1.9%
O=C(NC1CCCCC1)N[C@H]1CCN2C(=O)c3ccc(Cl)cc3NC(=O)[C@H]12	-0.6%[86.2 µM]
COCc1ccc(C(=O)Nc2cccc(C(=O)Nc3cccc(C(F)(F)F)c3)c2)cc1	-3.2%
COc1cc(CC(=O)Nc2ccccc2-c2ccccc2)ccc1C	-7.7%
CCc1ccccc1-n1c2c(cc(-c3nc(-c4ccc(Cl)cc4)cs3)c1=O)C(=O)CC(C)(C)C2	?
CCOC(=O)c1[nH]c(C)c(CCC(=O)NCc2cccc(C)c2)c1C	10.4%
CCCCCCn1c(NC)nc2c1c(=O)n(C)c(=O)n2C	-10.6%
Cc1cccc(OCC(=O)Nc2ccc3c(c2)nc(CN2CCCCC2)n3C)c1	?
Cc1ccc2c(c1)N(CC(=O)N1C[C@@H](C)[C@](O)(C3CCC3)C1)C(=O)CO2	-9.5%
CCN(CC)CCNC(=S)Nc1ccc2nc(N3CCOCC3)cc(C)c2c1	-6.6%
O=C(c1ccc2cc[nH]c2c1)N1CCCN(c2cc(-c3ccc(Cl)cc3)[nH]n2)CC1	?
Cc1cccc(C)c1NC(=O)CN(C)C(=O)CSc1nccn1-c1ccc(Br)cc1	13.7%
CC(C)NC(=O)c1cccc2c1CCCN2CC(=O)NC(C)c1ccccc1 (stereo not drawn)	?
CCOC(=O)C1CCN(C(=O)COc2ccc(S(=O)(=O)N3CCOCC3)cc2C)CC1	29.2%
CCOC(=O)c1c(-c2ccccc2)nc2ccccc2c1-c1ccccc1	4.2%
COc1cc(OC)cc(C(=O)Nc2ccc3oc(-c4cc(OC)c(OC)c(OC)c4)nc3c2)c1	?
O=C(C[C@H]1NC(=O)c2ccccc2NC1=O)Nc1ccc(N2CCCS2(=O)=O)cc1	-5.0%
CCC(C)C(=O)NCCc1c[nH]c2ccc(C)cc12 (stereo not drawn)	24.7%
CCN1C(=O)CN(C(=O)CC(C)C)CC12CCOCC2	17.8%
O=C(c1n[nH]c2ccccc12)N1CCCC1c1nc(CCOCC2CC2)no1 (stereo not drawn)	-22.1%
CN(C)C(=O)Cc1c[nH]c2ncc(-c3cnn(C)c3)cc12	39.8µM*
Cc1ccc(C2C(C#N)=C(N)Oc3cc(C)oc(=O)c32)o1 (stereo not drawn)	-17.8%
Cc1ccc(NS(=O)(=O)c2ccc(-n3cccn3)cc2)cc1Cl	-16.9%
Cc1cc(C)n(-c2ccc(=O)n(CC(=O)Nc3ccc(C(C)(C)C)cc3)n2)n1	1.2%
Cc1ncsc1CCC(=O)N[C@@H]1CCOC[C@H]1OCC(=O)O	-16.3%
C=C(C)Cn1c(N2CCN(CC(=O)OC)CC2)nc2c1c(=O)[nH]c(=O)n2C	12.5%
CC1(CCCN2C(=O)c3ccccc3C2=O)OCCO1	5.7%
COc1cc(/C=C2\N=C(SC)SC2=O)cc(OC)c1OC	-11.6%
Nc1ccc(OCC2CC2)c(F)c1	-15.6%
NS(=O)(=O)c1ccc(CCNS(=O)(=O)c2ccc(F)cc2)cc1	-3.0%
CC(=O)c1ccc(OCC(C)Oc2ccc(C#N)cc2)cc1 (stereo not drawn)	-13.9%
CC(=O)c1ccc(NC(=O)c2noc3c2CSc2ccccc2-3)cc1	-3.0%
